# Screens deposited in PubChem by several laboratories.
# LYPLA2 counter = LYPLA2 inhibitors, primary screen, counter-screen for PME1 inhibitor project, biochemical, fluorescence polarization, FP-Rh probe ABPP; recombinant LYPLA2; inhibition, % at 5.9 µM; AID 2177, 2009; Acyl-protein thioesterase 2 (Homo sapiens), O95372; 320,000 tested, 0.38% active;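 active = inhibition above the screen-wide mean plus 3 SD, limit set per campaign, cut at about 26% in these data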;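 also: 0% = LYPLA2 with DMSO and 100% = wells lacking LYPLA2 enzyme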
# Target sequence (O95372 whole entry, looked up): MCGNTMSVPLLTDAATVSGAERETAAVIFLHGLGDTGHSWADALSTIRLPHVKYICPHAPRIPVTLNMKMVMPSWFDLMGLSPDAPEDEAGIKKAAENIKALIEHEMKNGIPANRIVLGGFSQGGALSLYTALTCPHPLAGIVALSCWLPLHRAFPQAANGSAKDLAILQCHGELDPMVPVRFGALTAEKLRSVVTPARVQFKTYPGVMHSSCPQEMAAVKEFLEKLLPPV
# TPT1 inh = Candida albicans TPT1 enzyme inhibitors, primary screen, biochemical, fluorescence polarization. recombinant caTPT1, FP RNA substrate dephosphorylation. inhibition, % at 5 µM. 300,000 tested, 0.81% active;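 active = inhibition above the mean of all tested compounds plus 3 SD, set per screening campaign, cut at about 24% in these data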;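 also: plate controls were DMSO alone for no effect and ferristatin control at 100 nM for full effect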
# PP1 inh = PP1-alpha phosphatase inhibitors, primary screen, counter-screen for PP5 inhibitor project, biochemical, fluorescence, OMFP substrate, single point; 320,000 tested, 0.9% active; Serine/threonine-protein phosphatase PP1-alpha catalytic subunit (Homo sapiens), P62136; purified PP1alpha; inhibition, % at 6.7 µM;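 active = inhibition above the mean inhibition of all tested compounds plus 3 SD, computed separately for each screening campaign, cut at about 15% in these data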
# Target sequence (P62136 whole entry, looked up): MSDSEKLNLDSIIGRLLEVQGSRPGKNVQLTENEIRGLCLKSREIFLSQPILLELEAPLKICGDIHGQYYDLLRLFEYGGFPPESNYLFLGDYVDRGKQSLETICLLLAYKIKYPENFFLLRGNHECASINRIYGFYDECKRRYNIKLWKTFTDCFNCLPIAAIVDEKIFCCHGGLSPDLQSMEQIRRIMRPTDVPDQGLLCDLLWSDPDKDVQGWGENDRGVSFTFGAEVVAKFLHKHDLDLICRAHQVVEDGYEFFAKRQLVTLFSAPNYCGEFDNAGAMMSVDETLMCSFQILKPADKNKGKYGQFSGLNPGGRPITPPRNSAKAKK
# HCV core dimer = inhibitors of HCV core protein dimerization, primary screen, biochemical, TR-FRET, high-throughput | TR-FRET GST/Flag-core106 dimerization, 1536-well | 300,000 tested, 0.33% active | inhibition, % at 5 µM;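 active = inhibition above the mean of all tested compounds plus 3 SD, set per screening campaign, cut at about 45% in these data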
#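 Material: Tagged HCV core106 pair (GST and Flag) | Amount: GST-core106 13.5 nM, Flag-core106 17 nM | Medium: KF-containing HEPES buffer, pH 7.45, DTT, CHAPS, BSA | Reagent: Eu donor and XL665 acceptor anti-tag antibodies | Schedule: 4 h at 22.5 °C | Technique: Time-resolved FRET, ex 340 nm, em 617 and 671 nm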
# CTSL1 counter = Fasciola hepatica cathepsin L1 inhibitors, primary screen, counter-screen for PFM18AAP inhibitor project, biochemical, QFRET, fluorogenic peptide substrate | recombinant F. hepatica cathepsin L1, Z-Leu-Arg-MCA fluorescence | 300,000 tested, 0.49% active | inhibition, % at 5.96 µM;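 active = inhibition above the mean of all tested compounds plus 3 SD, set per screening campaign, cut at about 17% in these data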;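 also: 0% = plate median of test compound wells and 100% = 1 µM Z-Phe-Ala-diazomethylketone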
# PP5 inh = PP5 phosphatase inhibitors, primary screen, biochemical, fluorescence; Serine/threonine-protein phosphatase 5 (Homo sapiens), P53041; purified PP5c, OMFP substrate fluorescence; inhibition, % at 6.7 µM; 320,000 tested, 0.18% active; AID 1987, 2009;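 active = inhibition above the campaign's mean inhibition across all tested compounds plus 3 SD, cut at about 9.5% in these data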;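 also: 0% = DMSO only and 100% = 100 µM cantharidin control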
# PREPL inhibitor = PREPL enzyme inhibitors, primary screen, biochemical, fluorescence polarization. Prolyl endopeptidase-like (Homo sapiens), Q4J6C6. recombinant PREPL, fluorescence polarization activity-based probe. inhibition, % at 5.96 µM. 320,000 tested, 0.68% active; in the data active = inhibition above about 43%;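 also: 0% = enzyme with DMSO and 100% = wells lacking enzyme; many of its hits are not listed in these tables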
# Efflux pump mplx = inhibitors of Candida efflux pumps in yeast, primary screen, S. cerevisiae, Nile Red, multiplex; S. cerevisiae Candida pump triplex; inhibition, % at 10 µM; 330,000 tested, 0.44% active; AID 485275, 2010;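 active = plate passing quality check with inhibition over a set limit, or well fluorescence over plate mean plus 4 SD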;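 also: Nile Red retained in pooled yeast measured as flow cytometry median fluorescence; 0% = buffer negative control and 100% = Enniatin B positive control; higher means more Nile Red kept so more efflux inhibition; some compounds called inactive have numbers as strong as hits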
# JMJD2C inh = inhibitors of GASC-1 histone demethylase, primary screen, biochemical, fluorescence, DELFIA europium | GST-JMJD2C(1-420) H3K9me3 demethylation | Lysine-specific demethylase 4C (Homo sapiens), Q9H3R0 | 330,000 tested, 0.069% active | AID 2099, 2009 | inhibition, % at 2.35 µM;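 active = more than half of a compound's replicate wells show inhibition beyond 50%, single wells judged on their own value; inconclusive = some, but no more than half, of replicates pass 50% inhibition; inactive = no replicate passes 50% inhibition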;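 also: signal counts dimethyl H3K9 product captured on neutravidin plate; 0% = median of DMSO wells and 100% = 0.3 times that DMSO median; strong numbers were not always called active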
# Target sequence (Q9H3R0 1-420 limits assumed): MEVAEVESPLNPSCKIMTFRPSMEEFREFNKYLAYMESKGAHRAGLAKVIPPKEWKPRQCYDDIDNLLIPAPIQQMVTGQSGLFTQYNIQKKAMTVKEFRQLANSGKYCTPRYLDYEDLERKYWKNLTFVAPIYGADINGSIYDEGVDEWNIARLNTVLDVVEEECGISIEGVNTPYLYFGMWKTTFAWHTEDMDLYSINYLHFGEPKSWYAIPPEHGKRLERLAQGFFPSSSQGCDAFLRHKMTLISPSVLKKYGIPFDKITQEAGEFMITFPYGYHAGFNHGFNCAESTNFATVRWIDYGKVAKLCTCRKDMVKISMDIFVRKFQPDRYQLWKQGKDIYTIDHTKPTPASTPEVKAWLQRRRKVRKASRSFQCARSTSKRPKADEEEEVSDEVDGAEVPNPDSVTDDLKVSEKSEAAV
# * = called active by the depositor; ? = inconclusive; . = no result given. A portion of the library. The share of hits here may be higher or lower than overall.
SMILES,LYPLA2 counter,TPT1 inh,PP1 inh,HCV core dimer,CTSL1 counter,PP5 inh,PREPL inhibitor,Efflux pump mplx,JMJD2C inh
COc1ccc(S(N)(=O)=O)cc1C(=O)NCCCN1CCN(c2ccccc2OC)CC1,4,1,2,4,-3,2.4,1,-0.1,-4
CCCCCCSc1ccc([C@H]2N[C@@](Cc3ccccc3)(C(=O)OC)[C@H]3C(=O)N(C)C(=O)[C@@H]23)cc1,-12,1,2,21,0,4.0,-4,0.3,?
O=C(Nc1cc2c3c(c1)CC(=O)N3CCC2)c1ccc(Br)cc1,4,-5,5,3,0,2.0,28,-0.3,?
CCOC(=O)CSc1nc2c(cnn2-c2ccc(Cl)cc2)c(=O)[nH]1,4,-3,-1,11,2,0.5,1,-0.1,-10
COc1cccc(C2/C(=C(\O)c3ccc(OC)c(OC)c3)C(=O)C(=O)N2c2cc(C)on2)c1 (stereo not given),4,-3,6,-1,1,-0.3,-2,-0.1,26
CC(C)OCCCNc1ncnc2c1[nH]c1ccccc12,-6,-1,1,-1,-2,3.5,16,0.0,-10
COCCNC(=O)CCCCCn1c(=S)[nH]c2ccccc2c1=O,0,2,-3,3,2,-1.3,10,-0.1,-1
CC(Sc1nc2ccccc2[nH]1)C(=O)O (stereo not given),1,1,-3,-3,-2,3.5,8,-0.1,-2
Cc1ccc(C)c(NC(=O)CC2Oc3ccccc3NC2=O)c1 (stereo not given),-2,-2,0,0,-1,1.8,0,0.0,5
COc1ccc(NS(=O)(=O)c2cc(-c3cnc(C4CC4)o3)ccc2C)cc1,-3,0,2,3,0,3.9,-7,0.2,0
C/C(=N\NC(=O)C(c1ccccc1)c1ccccc1)c1ccccn1,-4,0,2,2,2,1.8,12,0.2,2
COc1ccc(-c2cn3c(C)c(C(=O)NC(C)(C)C)sc3n2)cc1,2,-1,-4,-7,-2,4.0,7,0.0,52

# Brought forward from above: two compounds; new compounds follow.
SMILES,LYPLA2 counter,TPT1 inh,PP1 inh,HCV core dimer,CTSL1 counter,PP5 inh,PREPL inhibitor,Efflux pump mplx,JMJD2C inh
C/C(=N\NC(=O)C(c1ccccc1)c1ccccc1)c1ccccn1,-4,0,2,2,2,1.8,12,0.2,2
COc1ccc(-c2cn3c(C)c(C(=O)NC(C)(C)C)sc3n2)cc1,2,-1,-4,-7,-2,4.0,7,0.0,52
NC(=O)c1nnsc1-c1ccc(-c2snnc2C(N)=O)cc1,-1,1,2,-3,2,1.8,-2,0.2,-7
Cc1nc2c(C)cccn2c(=O)c1NC(=O)COc1ccccc1,1,1,-5,-2,2,1.7,-3,0.1,-28
Cn1nnc(NCc2cc(Br)ccc2OCc2cccs2)n1,-1,-3,4,9,-2,-1.4,-1,-0.1,-19
CCc1ccc(NC(=O)C(=O)N/N=C(\C)CC(=O)NCc2ccc(Cl)cc2)cc1,1,-4,1,7,3,1.7,-1,-0.1,8
CC(=O)c1ccc(NC(=O)C2CC(=O)N(Cc3ccccc3)C2)cc1 (stereo not given),10,0,0,3,-4,1.1,12,0.1,-1
Cc1ccc(-c2nnc(-n3ncc(C#N)c3N)c3ccccc23)cc1C,-4,-2,-3,3,0,-0.1,9,0.0,3
CC(=O)c1c(N2CCN(C)CC2)nc(=S)n(-c2cc(C)ccc2C)c1C,2,2,-3,-9,-1,3.4,14,0.5,-7
CC(C)C[C@H](NC(=O)c1nc[nH]c1C(=O)N[C@@H](CCCCNC(=O)OC(C)(C)C)C(=O)OC(C)(C)C)C(=O)OC(C)(C)C,-5,0,11,-6,9,14*,20,0.3,1
CCN(C(=O)COC(=O)CNC(=O)c1sc2ccccc2c1Cl)C1CCCCC1,-2,-4,0,7,-4,0.2,-1,-0.1,-3
COC(=O)C(C)Sc1nnc(-c2ccncc2)o1 (stereo not given),3,2,0,4,-5,1.3,-14,0.0,0
Cc1ccccc1C(=O)OC1CCCN(C)C1 (stereo not given),-5,2,3,5,4,-0.5,-3,0.0,8
O=C(NC1CCCC1)C(c1ccccc1)N(Cc1ccc2c(c1)OCO2)C(=O)Cc1cccs1 (stereo not given),1,-5,5,20,-5,-9.9,15,-0.1,-5
COc1ccc(N(C(=O)c2snc(C(N)=O)c2N)C(C(=O)NC2CCCC2)c2cc(OC)ccc2OC)cc1 (stereo not given),-5,-1,5,2,-3,3.3,8,-0.4,-5
COc1cc(O)c(C(CC(=O)N2CCCC(C)C2)c2cc(OC)c(OC)c(OC)c2)c(OC)c1 (stereo not given),1,0,-7,-16,3,-2.2,9,-0.1,4
COc1ccccc1C(=O)N/N=C(\C)CC(=O)Nc1ccc2c(c1)OCCO2,3,-4,3,2,-1,2.0,4,0.1,-8
COC(=O)c1cccc(NC(=O)CSc2nc3cccnc3n2C)c1,7,-7,-1,-4,-2,1.6,-1,0.1,24
O=C(Cn1nc(C(F)(F)F)c2c1CCCCC2)N1CCOCC1,1,4,-3,7,2,1.5,9,0.3,-2
CC(=O)NCCNC(=O)c1ccc(-n2c(C)ccc2C)cc1,3,0,3,-2,-9,1.7,-1,0.1,9
CCS(=O)(=O)N1CCC(C(=O)NCc2ccco2)CC1,4,1,-5,-4,-4,-2.0,0,0.1,-6
NCCCC[C@H](NC(=O)C1CCNCC1)c1nnc([C@@H](N)CO)o1,-2,-2,-2,-16,-3,-1.9,4,0.0,-5
NNC(=O)[C@H]1C[C@@H]1c1ccccc1,5,1,5,-9,-1,3.1,-26,0.1,-4
CC(C)(C)c1cccc(Cn2nnc3ccccc32)c1O,2,0,-5,-8,2,4.3,-6,0.0,5
CC(=O)Nc1ccc(S(=O)(=O)NCCC(=O)NCCCc2ccccc2)cc1,-4,.,-4,.,.,0.5,-14,0.1,-3
OC(c1nc2ccc(F)cc2[nH]1)C(O)c1nc2ccc(F)cc2[nH]1 (stereo not given),4,-1,-1,-4,-2,2.6,6,0.0,4
COc1ccc(N2CCN(CC(=O)Nc3cc(C)cc(C)c3)CC2)cc1,0,-4,-1,1,0,0.1,4,0.0,-14
CC(NC(=O)CNC(=O)c1ccc2c(c1)OCO2)c1ccc(S(N)(=O)=O)cc1 (stereo not given),3,.,-3,.,.,-0.9,23,-0.2,.
CCCC(C)NC(=O)C1CC(=O)N(CCc2ccc(F)cc2)C1 (stereo not given),4,1,-1,-1,2,2.4,4,0.1,-32
COc1ccccc1-n1c(SCC(=O)NC(C)(C)C)nc(O)cc1=O,-19,-4,1,8,-2,0.6,5,-0.1,3
Cc1ccc2c(c1)c1c(n2CC(O)CN2C(=O)CNC2=O)C(=O)CCC1 (stereo not given),-8,-2,-2,-3,-3,-0.5,13,-0.2,-13
COc1ccc(/C=N/NC(=S)Nc2ccccc2)cc1COc1ccc(F)cc1F,-7,3,10,24,6,1.0,17,0.6,0
O=C(CNC(=O)c1ccc(S(=O)(=O)N2CCCCC2)cc1)N/N=C/c1ccco1,-5,2,-4,8,-5,1.9,-3,-0.1,5
CCCCC1OC2(C)OC(=N)C1(C#N)C(C#N)(C#N)C2c1ccccc1 (stereo not given),1,-1,1,-1,3,0.1,2,-0.1,12
O=S(=O)(NC1CC2CCC1C2)c1ccc(Br)s1 (stereo not given),-6,-1,7,5,3,0.6,-2,0.0,3
Cc1ccc(NCc2nnc(SCc3ccc(C#N)cc3)n2Cc2ccco2)c(C)c1,6,0,3,17,1,1.2,15,0.1,-1
COc1ccc(CCNc2nc(-c3cccc(NC(C)=O)c3)cs2)cc1OC,32*,4,-4,-3,0,1.7,10,0.1,-3
O=C(CSc1nc2ccccc2o1)Nc1nc2ccccc2s1,-3,0,1,1,-2,0.8,-23,0.1,-2
CC(=O)N1CCC(C(=O)Nc2cc(C)cc(C)c2)CC1,0,0,-6,1,-1,-1.8,3,0.0,26
CCOC(=O)CC1C(=O)NCCN1S(=O)(=O)c1ccc(Cl)cc1Cl (stereo not given),10,2,-2,7,5,-0.7,0,0.0,0
C/C(CC(=O)Nc1ccc2c(c1)OCCO2)=N\NC(=O)c1ccccc1F,-2,-2,13,-10,0,-1.0,-9,0.0,4
CC(Oc1cccc(Cl)c1)C(=O)N1CCN(c2ncccn2)CC1 (stereo not given),2,.,-1,.,.,3.1,-7,0.2,-7
O=C(Cc1ccc([N+](=O)[O-])cc1)Nc1nccs1,-4,-2,-9,4,-7,-0.1,2,0.1,11
COc1ccc(S(=O)(=O)N2CCOC23CCN(C(=O)c2c(F)cccc2Cl)CC3)cc1,-3,2,-3,4,-4,0.8,0,0.2,-11
O=C(COC(=O)c1cc2ccccc2o1)NCc1ccco1,-1,.,-1,.,.,1.2,2,0.0,.
CC(c1ccncn1)N(C)Cc1nc(-c2ccc(C(F)(F)F)cc2)no1 (stereo not given),-7,4,-3,-4,0,3.7,-3,0.3,4
Cc1cccc(C)c1OCC(=O)Nc1ncn[nH]1,1,-1,-4,4,-1,-2.0,-9,0.1,4
CCOc1ccc(Oc2ccc(-c3nnc(-c4ccccc4)o3)cc2[N+](=O)[O-])cc1,7,-2,2,-3,0,2.5,2,0.1,5
CCOc1ccc(S(=O)(=O)N2CCN(C)CC2)c(C)c1C,-4,-2,5,-3,-3,-2.7,-5,0.0,-2
CC1=C(C(=O)OCCOc2ccccc2)C(c2ccsc2)NC(=O)N1C (stereo not given),-7,-1,0,-2,7,-0.6,9,-0.1,-8
O=c1[nH]c(=O)n(Cc2ccco2)c2c1C(C(F)(F)F)(C(F)(F)F)N=C(Cc1ccccc1)N2,-7,2,-1,-5,4,2.8,-5,0.2,0
COc1cc(/C=C(/NC(=O)c2ccccc2Cl)C(=O)O)cc(OC)c1OC,-6,-1,-1,-5,-1,0.4,-3,0.0,0
Cc1ccc(C(=O)Nc2ccccc2Oc2ccccc2)o1,11,-2,-6,-2,-1,-2.0,-1,0.0,5
COc1ccc(Cl)cc1NC(=O)Cn1c(=O)n2nc(C)nc2c2ccccc21,-6,-6,0,5,2,1.3,1,0.2,-4
O=C(COC(=O)c1ccccc1Nc1cccc(C(F)(F)F)c1)NCc1ccco1,-7,-1,5,64*,6,-0.4,13,-0.1,5
Clc1ccc(CN2C3=NCCCN3c3ccccc32)cc1,-1,-1,-1,-2,0,1.6,21,0.1,7
COC(=O)c1nc2ccc(N3CCOCC3)cc2c(C)c1C(=O)OC,-5,-2,-6,0,-8,-0.8,6,0.3,.
Cn1c(=O)n(C)c2cc(/C=N/NC(=O)c3cc4cc(Br)ccc4o3)ccc21,-8,0,2,26,-3,-0.4,13,0.0,6
Cc1ccc(CN(C)C(=O)c2cc(COc3cccc(C(F)(F)F)c3)on2)o1,-4,-1,2,-3,4,-7.6,6,0.1,-1
CCOC(=O)c1sc2nc(NC(=O)C3CCCCC3)sc2c1C,-3,0,-1,16,-4,1.8,-3,-0.2,-3
